Screening results as filed in PubChem.
Runt-CBFb FRET = blocks binding of human RUNX1 Runt domain to CBFb; AID 1496; inhibition, % at 20 µM; Q01196+Q13951; Cerulean-Runt/Venus-CBFb FRET ratio 530/480, 1 h; actives 0.46% (n = 220,000);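 active means inhibition over about 50% at 20 µM in the single-dose screen, limit read from the data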;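 further: 0% = DMSO wells and 100% = excess unlabeled CBFb competitor control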
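Buffer or medium: Tris pH 7.5 buffer with BSA. Assay system: Cerulean-labeled Runt domain protein. Amount: each fluorescent fusion protein 100 nM. Read-out basis: loss of energy transfer signal. Incubation: 1 h compound exposure, room temperature. Probe or stimulus: Venus-CBFb binding partner, 100 nM. Detection: FRET, excitation 422 nm, emission at 530 and 480 nm.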
TbHK1 inh = T. brucei hexokinase 1 inhibition; recombinant TbHK1, G6PDH-coupled NADH A340; inhibition, % at 10 µM; actives 0.11% (n = 220,000); AID 1430;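 active means inhibition of 50% or more in the single-dose primary screen; inactive means inhibition below 50%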
Calpain2 inh = calpain II (pig) inhibition; purified calpain II, fluorogenic peptide substrate, 30 min; inhibition, % at 16 µM; actives 0.37% (n = 220,000);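 active means inhibition above about 50%, limit read from the data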
NCF1 inh = p47phox (human) inhibition. AID 1274. p47phox/p22phox peptide binding, fluorescence polarization, 2 h. P14598. actives 0.53% (n = 220,000). inhibition, % at 24.7 µM;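 active means inhibition above about 30%, limit read from the data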;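 further: 0% = p47phox with labelled peptide and 100% = labelled peptide alone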
RBBP9 inhibitor = inhibitors of human serine hydrolase RBBP9 | recombinant RBBP9, FP-Rh probe fluorescence polarization | inhibition, % at 7.94 µM | actives 0.2% (n = 220,000) | AID 1515;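 active means inhibition above the campaign mean of all tested compounds plus 3 SD, cut at about 14% in these data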;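 further: plate controls were DMSO wells with RBBP9 for no effect and wells lacking RBBP9 protein for full effect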
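Measured by – fluorescence polarization · Test system – RBBP9 protein · Input – 2.5 µM RBBP9 dispensing solution, before mixing · Measure – percent inhibition from mP, scaled between DMSO and no-protein wells · Benchmarks – DMSO-treated enzyme wells and wells lacking RBBP9 · Times – preincubation 30 min plus labeling 45 min at 25 °C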
Runt-SMMHC FRET = blocks binding of human RUNX1 Runt domain to CBFb-SMMHC | actives 0.74% (n = 220,000) | Q01196+Q13951 | Cerulean-Runt/Venus-CBFb-SMMHC FRET ratio 530/480, 1 h | AID 1434 | inhibition, % at 20 µM;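 active means mean inhibition across duplicate retests at 20 µM reaching about 50%, limit read from the data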;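 further: 0% = DMSO wells and 100% = wells with excess untagged CBFb-SMMHC; inhibitors lower the FRET ratio by blocking Runt binding to CBFb-SMMHC; some results filed as inactive read as strong as hits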
EBV gp42 block = blocks Epstein-Barr virus glycoprotein 42 binding | Q1HVG2 | Fluorescence polarization binding assay, mP read-out | inhibition, % (tested at 21.74 µM) | actives 0.42% (n = 220,000) | AID 1085; in the data active means inhibition above about 50%
Furin inh = human furin inhibition; purified furin, fluorogenic substrate cleavage; actives 0.061% (n = 220,000); inhibition, % at 30 µM; AID 463115; P09958; in the data active means inhibition above about 25%; further: inactives centre near -15
Target sequence (P09958 108-714 limits assumed): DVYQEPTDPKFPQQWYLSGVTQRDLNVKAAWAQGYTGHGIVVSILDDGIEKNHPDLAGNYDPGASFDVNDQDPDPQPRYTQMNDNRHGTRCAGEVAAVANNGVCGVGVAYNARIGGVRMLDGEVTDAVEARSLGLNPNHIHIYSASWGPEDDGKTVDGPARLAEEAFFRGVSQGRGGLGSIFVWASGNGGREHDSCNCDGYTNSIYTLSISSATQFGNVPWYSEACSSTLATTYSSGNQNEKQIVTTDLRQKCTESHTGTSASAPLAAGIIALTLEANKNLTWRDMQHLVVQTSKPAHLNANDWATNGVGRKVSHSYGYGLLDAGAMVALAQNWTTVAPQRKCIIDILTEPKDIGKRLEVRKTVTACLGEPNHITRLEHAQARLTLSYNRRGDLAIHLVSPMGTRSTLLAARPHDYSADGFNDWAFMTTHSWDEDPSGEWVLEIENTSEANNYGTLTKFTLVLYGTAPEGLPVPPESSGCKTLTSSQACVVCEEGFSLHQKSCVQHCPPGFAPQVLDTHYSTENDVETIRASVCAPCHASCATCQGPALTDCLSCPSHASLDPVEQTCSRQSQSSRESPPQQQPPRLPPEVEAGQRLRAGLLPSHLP
p97 ATPase inh = human p97 ATPase inhibition; inhibition, % at 8 µM; AID 1481; recombinant p97 ATPase, Kinase-Glo ATP luminescence, 3 h; actives 0.42% (n = 220,000); P55072; in the data active means inhibition above about 15%;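 further: 0% = DMSO vehicle and 100% = wells lacking enzyme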
Starred values were filed as active, the others as inactive; [ ] = remark or other dose. An unsorted share of the library. Share with any hit: about 2.7%.

Runt-CBFb FRET | TbHK1 inh | Calpain2 inh | NCF1 inh | RBBP9 inhibitor | Runt-SMMHC FRET | EBV gp42 block | Furin inh | p97 ATPase inh | Compound
0 | -4 | -7 | -3 | -7 | 4 | -8 | -16 | 3 | CCN1CCN(c2ccc(NC(=O)c3ccc4c(c3)[nH]c(=O)n4Cc3ccc(OC)cc3)cc2)CC1
-4 | -1 | -16 | 1 | -6 | -1 | -21 | -9[20 µM] | -2 | CCSc1nnc([C@H](Cc2c[nH]c3ccccc23)NC(=O)OC(C)(C)C)o1
-7 | -25 | 18 | -7 | -13 | -6 | 1 | -5 | 1 | O=C(N/N=C/c1cc([N+](=O)[O-])cc(Br)c1O)C12CC3CCC(CC(C3)C1)C2
0 | 4 | 21 | -6 | -4 | -2 | -11 | -30 | 6 | Brc1ccc(CNc2cc3c(cc2Br)OCCO3)cc1
-4 | -5 | -25 | 11 | 0 | -2 | -27 | -27 | -6 | COc1ccc(CCNC(=O)CN2CCN(c3cccc(Cl)c3)CC2)cc1OC
-2 | -1 | -24 | -9 | -2 | -3 | 2 | -15 | -1 | CCOc1ccc(C(C)=O)cc1CSc1nnc(N)s1
-1 | 0 | -13 | 6 | -8 | -3 | -4 | -4 | 8 | Cc1ccc(S(=O)(=O)NNC(=O)Nc2ccc(Cl)cc2)cc1
-2 | 44 | 7 | -4 | -10 | 3 | -24 | -15 | 1 | O=C(NCCC1=CCCCC1)C1CCN(S(=O)(=O)c2cccs2)CC1

3 entries from above, sorted by the value under NCF1 inh, falling.
Runt-CBFb FRET | TbHK1 inh | Calpain2 inh | NCF1 inh | RBBP9 inhibitor | Runt-SMMHC FRET | EBV gp42 block | Furin inh | p97 ATPase inh | Compound
-4 | -5 | -25 | 11 | 0 | -2 | -27 | -27 | -6 | COc1ccc(CCNC(=O)CN2CCN(c3cccc(Cl)c3)CC2)cc1OC
-1 | 0 | -13 | 6 | -8 | -3 | -4 | -4 | 8 | Cc1ccc(S(=O)(=O)NNC(=O)Nc2ccc(Cl)cc2)cc1
-2 | 44 | 7 | -4 | -10 | 3 | -24 | -15 | 1 | O=C(NCCC1=CCCCC1)C1CCN(S(=O)(=O)c2cccs2)CC1

Next section.
Runt-CBFb FRET | TbHK1 inh | Calpain2 inh | NCF1 inh | RBBP9 inhibitor | Runt-SMMHC FRET | EBV gp42 block | Furin inh | p97 ATPase inh | Compound
1 | 3 | 6 | -21 | -2 | 3 | -8 | -23 | 5 | O=C(NCc1ccc(F)cc1)c1nc(-c2cccs2)no1
-1 | -2 | 0 | -23 | 1 | 2 | -16 | -22 | -1 | COc1ccc(OC)c(S(=O)(=O)NCCOC23CC4CC(CC(C4)C2)C3)c1
1 | -5 | -13 | 4 | -8 | 1 | 10 | -10 | 1 | COC(=O)C1=C(C)OC(N)=C(C#N)C1c1cc2cccc(C)c2nc1Cl (stereo not drawn)
1 | 0 | 16 | -4 | -7 | -8 | -19 | -20 | 4 | Nc1cccc(C(=O)Nc2ccc(N)cc2Cl)c1
1 | -2 | 2 | -10 | -4 | 1 | -10 | -47 | 5 | Cc1c([N+](=O)[O-])nnn1-c1cc(Cl)cc(Cl)c1
9 | 2 | -8 | 1 | -10 | 3 | -7 | -4 | -8 | Cc1cc(C)nc(NS(=O)(=O)c2ccc(Br)s2)c1
0 | 2 | -31 | 14 | -8 | 2 | -13 | -31 | 5 | CN1CCN(CC(=O)C23CC4CC(CC(C4)C2)C3)CC1
1 | -9 | -4 | -2 | 4 | -2 | -10 | 0 | 5 | CCOC(=O)N1CCN(C(=S)NC(=O)c2ccnn2C)CC1
-2 | 9 | -55 | -10 | 1 | 0 | -8 | -12 | -2 | Cc1nc2ccccn2c1C(=O)NCc1ccc2c(c1)OCO2
-2 | -7 | -8 | -2 | -2 | -4 | -13 | -24[20 µM] | -5 | CCCCN(CCCC)C(=O)CSc1nnc2n(C)c(=O)c3c4c(sc3n12)CCCC4
1 | -3 | -22 | 4 | -9 | 1 | -4 | -27 | 3 | CC(NC1CCCC1)c1ccccc1 (stereo not drawn)
-2 | 30 | -35 | -19 | -3 | -2 | -13 | -9 | 9 | COc1ccc(OCC(=O)Nc2cccc(C(=O)Nc3ccccc3C(=O)O)c2)cc1
-3 | -2 | -3 | -7 | 5 | -3 | -3 | -20[20 µM] | -6 | O=CNCCCc1nc2ccccc2n1Cc1cccc2ccccc12
-2 | 29 | 8 | 7 | -8 | -2 | -15 | -15 | 6 | COc1cccc(CNC(=O)C(=O)NCCc2ccc(OC)c(OC)c2)c1
-3 | -4 | -36 | -24 | -2 | -2 | -17 | -27 | 9 | COc1ccc(/C=N/n2cnc3c([nH]c4ccccc43)c2=O)cc1CO
0 | 1 | -52 | 0 | -8 | 2 | 11 | -22 | 0 | Cc1ccc(-n2nnc3c(=O)n(CC(=O)NCc4ccco4)cnc32)cc1
27 | -32 | -5 | -13 | -1 | 9 | -20 | -20 | 13 | Cn1c(SCC(=O)N/N=C/c2ccc(O)c(O)c2)nc2ccccc21

Record cards, as listed above. Screens in order: Runt-CBFb FRET | TbHK1 inh | Calpain2 inh | NCF1 inh | RBBP9 inhibitor | Runt-SMMHC FRET | EBV gp42 block | Furin inh | p97 ATPase inh
COc1ccc(OCC(=O)Nc2cccc(C(=O)Nc3ccccc3C(=O)O)c2)cc1 is listed as -2 | 30 | -35 | -19 | -3 | -2 | -13 | -9 | 9
O=CNCCCc1nc2ccccc2n1Cc1cccc2ccccc12 is listed as -3 | -2 | -3 | -7 | 5 | -3 | -3 | -20[20 µM] | -6
CC(NC1CCCC1)c1ccccc1 (stereo not drawn) is listed as 1 | -3 | -22 | 4 | -9 | 1 | -4 | -27 | 3
Cn1c(SCC(=O)N/N=C/c2ccc(O)c(O)c2)nc2ccccc21 is listed as 27 | -32 | -5 | -13 | -1 | 9 | -20 | -20 | 13
COc1cccc(CNC(=O)C(=O)NCCc2ccc(OC)c(OC)c2)c1 is listed as -2 | 29 | 8 | 7 | -8 | -2 | -15 | -15 | 6
